M1 antagonist = antagonists of rat M1 muscarinic receptor; B-score at 10 µM; CHO-M1 cells, Fluo-4 calcium, ACh EC80 antagonist mode; active compounds read low; actives 3.4% (n = 64,000); AID 628, 2007;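 active means calcium fluorescence response, raw or row-and-column corrected B-score, differing from the plate sample mean either way at a set confidence level, mostly lower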
Jurkat viability = cytotoxicity toward Jurkat T cells, primary screen, cytotoxicity control, cell-based, Jurkat E6.1, 60K MLSMR library | Jurkat E6.1 viability, ATP luminescence, 48 h | inhibition, % at 4 µM | actives 1.2% (n = 56,000) | AID 463, 2006;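 active means inhibition above the mean inhibition of all tested compounds plus 3 SD, cut at about 28% in these data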
S1P3 ag = human S1P3 receptor agonists, primary screen, cell-based, primary and confirmation, NFAT-BLA reporter; Sphingosine 1-phosphate receptor 3 (Homo sapiens), Q99500; S1P3 NFAT-BLA reporter cells, agonism, FRET ratio; relative to 1 µM S1P, basal subtracted; activation, % at 4.5 µM; actives 0.1% (n = 60,000); AID 373, 2006;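 active means activation above the screen-wide mean plus 3 SD, cut at about 4.5% in these data, passing the limit was not always enough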; further: some compounds called inactive have numbers as strong as hits
Target sequence (Q99500 whole entry, looked up): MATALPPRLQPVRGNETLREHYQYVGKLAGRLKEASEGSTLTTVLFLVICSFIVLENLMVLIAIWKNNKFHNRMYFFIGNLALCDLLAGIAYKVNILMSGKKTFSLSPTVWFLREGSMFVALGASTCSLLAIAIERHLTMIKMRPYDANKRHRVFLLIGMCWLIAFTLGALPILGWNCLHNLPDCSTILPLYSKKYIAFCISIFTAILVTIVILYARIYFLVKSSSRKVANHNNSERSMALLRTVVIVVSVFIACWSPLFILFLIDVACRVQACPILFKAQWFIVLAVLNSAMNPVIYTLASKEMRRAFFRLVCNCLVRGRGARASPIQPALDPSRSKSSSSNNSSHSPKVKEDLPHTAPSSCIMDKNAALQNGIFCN
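Benchmarks: high control 1 µM S1P / System: stable CHO line with human S1P3, Gα16, NFAT-BLA reporter / Dosing: single compound concentration, 4.5 µM final / Timing: 4 h compound at 37 °C, 2 h substrate at RT / Measured by: FRET β-lactamase substrate fluorescence, excitation 405 nm, 460/535 nm emission ratio, background-subtracted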
5HT1a ag = human 5-HT1a receptor agonists, primary screen, cell-based, CHO, Ga15 NFAT-bla reporter | actives 0.56% (n = 65,000) | activation, % at 10 µM | CHO 5-HT1a Ga15 NFAT-bla reporter, FRET ratio; 0% basal, 100% maximal reference agonist | 5-hydroxytryptamine receptor 1A (Homo sapiens), P08908;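 active means activation above the screen-wide mean activation plus 3 SD, cut at about 19% in these data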;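 further: 0% = DMSO wells and 100% = 5-CT at EC100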
5HT1a antag = human 5-HT1a receptor antagonists, primary screen, cell-based, CHO, Ga15 NFAT-bla reporter; CHO 5-HT1a Ga15 NFAT-bla reporter, antagonist mode; 5-hydroxytryptamine receptor 1A (Homo sapiens), P08908; inhibition, % at 10 µM; AID 612, 2007; actives 0.68% (n = 62,000);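 active means inhibition above the mean of all tested compounds plus 3 SD, cut at about 43% in these data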;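 further: receptor stimulated by 5-CT agonist at 100 nM near EC80; beta-lactamase reporter measured by ratiometric fluorescence of a cleavable substrate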
M1 agonist = M1 muscarinic receptor agonists, primary screen, CHO-M1 cells, Fluo-4 calcium, agonist mode; Muscarinic acetylcholine receptor M1; Fluo-4 calcium fluorescence; active compounds read high; B-score at 10 µM; actives 3% (n = 64,000); AID 626, 2007;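 active means fluorescence rise, raw or as B-score row- and column-corrected plate score, outside the 99.7% band of its plate's samples, either direction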
S1P1 ag-PAM = S1P1 agonists and agonism potentiators, primary screen, cell-based, primary and confirmation screens, CRE-bla reporter | Sphingosine 1-phosphate receptor 1 (Homo sapiens), P21453 | S1P1 CRE-bla cells, forskolin, beta-lactamase FRET, potentiator mode; S1P1 agonist co-added at EC20, 2 nM; 100% = saturating reference agonist, 0% = basal | activation, % at 9.5 µM | actives 0.57% (n = 56,000) | AID 449, 2006;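 active means activation above a cutoff set at the mean activation of all tested compounds plus 3 SD, cut at about 54% in these data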;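 further: forskolin at 4 µM as EC80 and the EC20 agonist is SEW2871; 100% = SEW2871 at its EC100 plus forskolin at EC80; some compounds past the cut are filed as inactive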
Target sequence (P21453 whole entry, looked up): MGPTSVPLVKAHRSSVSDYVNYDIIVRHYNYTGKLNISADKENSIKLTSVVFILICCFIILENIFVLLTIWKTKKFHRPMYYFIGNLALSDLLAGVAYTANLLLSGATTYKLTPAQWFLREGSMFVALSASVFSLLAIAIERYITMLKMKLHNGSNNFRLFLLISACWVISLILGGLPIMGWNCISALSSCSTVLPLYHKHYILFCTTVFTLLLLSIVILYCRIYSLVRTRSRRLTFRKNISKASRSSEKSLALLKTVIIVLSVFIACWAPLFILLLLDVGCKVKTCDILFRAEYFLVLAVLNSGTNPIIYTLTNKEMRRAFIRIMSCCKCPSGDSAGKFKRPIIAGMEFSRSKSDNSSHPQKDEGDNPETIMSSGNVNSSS
5HT1E antag = 5-HT1E receptor antagonists, primary screen, cell-based, HTS | CHO 5-HT1E Ga15 NFAT-bla reporter, FRET, antagonist | 5-hydroxytryptamine receptor 1E (Homo sapiens), P28566 | actives 0.99% (n = 65,000) | inhibition, % at 6 µM;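 active means inhibition above a set limit, the mean inhibition across every tested compound plus 3 SD, cut at about 29% in these data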;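 further: signal is the 460 over 535 nm emission ratio of beta-lactamase substrate; 0% = agonist plus DMSO wells and 100% = wells without agonist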
5HT1E ag = 5-HT1E receptor agonists, primary screen, cell-based, HTS; actives 0.69% (n = 65,000); AID 574, 2007; CHO 5-HT1E Ga15 NFAT-bla reporter, FRET; 0% DMSO wells, 100% control agonist wells; 5-hydroxytryptamine receptor 1E (Homo sapiens), P28566; activation, % at 6 µM;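 active means activation above a set limit, the screen-wide mean activation plus 3 SD, cut at about 8.5% in these data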;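 further: 100% = positive control agonist at 1 µM giving full maximal response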
Starred values were filed as active, the others as inactive; . = no result given. Hits appear at their usual frequency; about 8.9% have a hit in one of these screens.

SMILES	M1 antagonist	Jurkat viability	S1P3 ag	5HT1a ag	5HT1a antag	M1 agonist	S1P1 ag-PAM	5HT1E antag	5HT1E ag
CSc1ccc(Cl)c(C(=O)OCC(=O)N2CC(C)OC(C)C2)c1 (configuration not stated)	0.97	-2	-0.1	-1.5	-14	-0.69	-3	5	-0.5
CSc1nc2[nH]c3c(c2c2ncnn12)CCCC3	-0.18	.	0.0	0.1	.	8.1*	-29	19	-0.1
COc1ccc(S(=O)(=O)N(C)c2ccc(OCC(=O)Nc3cc(C)on3)cc2)cc1	-2.8*	-4	-0.7	-2.6	2	-0.64	-10	5	0.2
COc1ccc2c(Cl)c(-c3nnc(SCC(N)=O)n3C)sc2c1	-1.6	3	-1.4	0.4	-8	-0.67	-11	-8	1.1
CCn1cc(S(=O)(=O)CC(=O)NC2CCCCC2)c2ccccc21	3.2*	.	.	-0.4	-1	1.1	.	-1	-0.2
O=C(c1nc2ncccn2n1)N1CCc2ccccc2C1	-0.24	4	-1.3	-3.4	-6	-0.36	15	-4	-0.4
CN(C)c1ccc(NC(=O)CSc2nc3c(c(=O)[nH]2)CCCC3)cc1	0.46	3	0.4	-1.5	-2	0.12	-20	-8	0.3
CCOCCn1c(CN(Cc2ccccc2)Cc2ccccc2)nc2c1c(=O)n(C)c(=O)n2C	0.098	-3	-1.0	-1.7	-12	1.3	-18	-10	1.4
CC(C)CC(NS(=O)(=O)c1ccc2c(c1)oc(=O)n2C)C(=O)NC1CCCc2ccccc21 (configuration not stated)	-0.53	-4	-1.3	0.5	11	-0.21	-4	25	1.3
O=C1OC(N2CCN(C/C=C/c3ccccc3)CC2)c2ccccc21 (configuration not stated)	0.021	.	-5.7	-3.1	.	-0.75	5	6	-0.4
Cc1ccc(C)c(NC(=O)CSc2nnc(Cc3cccn3C)n2-c2ccc(F)cc2)c1	0.87	-7	-0.5	-0.3	8	-0.078	16	-14	0.2
CCC(=O)c1cc2c(C)cc(=O)oc2c(C)c1O	0.23	0	-0.4	-3.8	2	0.044	-8	-3	-0.6
Cc1ccc(C)c(C(=O)C(C)OC(=O)c2cccn2C)c1 (configuration not stated)	2.1	4	-0.8	1.0	19	-0.21	10	3	-0.6
COc1ccc(OC)c(CN2CCN(c3ccccc3OC)CC2)c1	1	10	-1.4	-2.1	53*	0.014	-3	7	5.3
COc1ccccc1N1CCN(C(c2cccs2)C(C)NS(=O)(=O)c2ccccc2)CC1 (configuration not stated)	2.4	7	-1.1	0.4	18	0.11	15	7	0.2
COc1cc(C(O)P(=O)(OC2CCCCC2)c2ccc(N(C)C)cc2)cc(OC)c1OC (configuration not stated)	-0.87	3	-0.2	-1.1	-3	-0.00022	4	-11	2.1
CCc1nnc(NC(=O)CSc2nnc(-c3c[nH]c4ccccc34)n2CCOC)s1	0.48	14	0.1	-0.5	-3	0.21	24	9	-1.3
CCCC(=O)c1cc2ccccc2oc1=O	0.83	9	-1.4	-3.1	2	-0.14	-5	12	-1.0
CC(NC(=O)OCc1ccccc1)C(=O)N1CC(O)CC1C(=O)O (configuration not stated)	0.069	4	-0.3	-0.4	-8	0.011	12	12	0.1
COC(=O)c1cccc(NCN2C(=O)c3ccccc3C2=O)c1	.	-10	-0.4	0.3	4	.	-25	12	0.7
COc1ccc(OC)c2c(C)cc(NCCN3CCOCC3)nc12	-0.16	-1	0.5	-2.0	-3	2.2	-46	-7	-1.2
CC(=O)c1ccc(NC(=O)C2CCN(S(=O)(=O)c3cccc4cccnc34)CC2)cc1	-0.19	2	-0.2	-3.2	4	-0.49	-20	-17	0.4
COc1cc(CCC(=O)OCn2nnc3ccccc3c2=O)cc(OC)c1OC	2.7*	-2	-0.8	-1.8	3	-0.014	-17	-11	-0.6
O=C(CCCNS(=O)(=O)c1cccs1)N1CCN(c2cccc(Cl)c2)CC1	-0.082	.	.	2.1	-3	1.5	.	1	-0.6
CCn1nnnc1SCC(=O)Nc1nnc(C(C)C)s1	0.54	-1	-0.5	-1.2	2	-0.32	-15	0	0.7
Cc1cccc(Cn2c(SCC(=O)Nc3ccccc3)nc3c2c(=O)[nH]c(=O)n3C)c1	-0.11	4	0.5	-0.4	1	-0.68	-10	1	1.0
Cc1c(C(=O)N2CCc3ccccc3C2)sc2nc(-c3ccccc3)cn12	-0.5	-4	-0.5	0.4	-8	2.4*	-12	1	0.0
C#CCOC(=O)C1C2C=CC(C2)C1C(=O)O (configuration not stated)	-0.081	-1	-1.2	-2.7	16	-0.061	-12	-1	-0.3
O=C(CCCn1c(=S)[nH]c2cc3c(cc2c1=O)OCO3)N1CCN(c2ncccn2)CC1	-0.25	.	.	1.1	-5	-1.4	.	5	-1.0
Cc1cccc(C)c1NC(=O)Cn1nnc(-c2ccc(N3CCOCC3)cc2)n1	0.24	2	-0.4	1.1	-16	0.077	1	-9	0.3
O=C(Nc1ccc(Cl)cn1)c1cccnc1	0.65	12	-0.7	-0.7	-4	-0.21	-23	-18	0.3
CCCc1ccccc1OCCNC(C)=O	0.87	-2	-1.6	-3.5	6	0.11	-8	1	0.5
Cn1c2ccccc2c2c(C(=O)O)cn(C3CCCC3)c(=O)c21	-0.069	0	-1.0	-2.9	14	-0.29	13	-14	1.0
N#Cc1ccccc1OCCN1C(=O)c2ccccc2C1=O	0.32	0	-1.3	1.6	-12	0.11	5	-1	-0.3
Cc1ccc(Cn2ncn3c(cc4ccccc43)c2=O)cc1	-0.21	8	-0.7	-2.5	18	0.86	-2	-1	0.0
CCCCN1C(=O)c2ccccc2C1C(=O)NC1CCCC1 (configuration not stated)	-0.5	5	-1.2	-7.2	-11	0.36	9	0	-0.5
Cc1ccc(N(CC(O)COCc2ccco2)S(=O)(=O)c2ccc(C)cc2)cc1 (configuration not stated)	0.31	2	-0.7	-1.4	4	-0.073	12	-7	-1.6
CCOC(=O)c1cc2c(=O)n3ccccc3nc2n(CC(C)C)c1=NC(=O)c1ccco1	-0.77	.	.	2.8	30	-0.015	.	13	3.2
CCCCN1CC(COc2ccccc2)OC1=O (configuration not stated)	0.68	-4	-1.0	0.4	6	1.2	-36	11	0.6
CCOC(=O)c1c(N=CN(C)C)c(C#N)n2c1CCC2	-0.0061	-8	-0.2	4.1	3	-0.89	.	2	1.1
Cc1ccccc1-c1nc(CS(=O)CC(=O)NCCN2CCOCC2)c(C)o1 (configuration not stated)	-0.51	4	-2.1	0.9	12	0.21	1	3	-1.3
c1cc(-c2noc(CC3CCCCC3)n2)ccn1	0.38	-2	0.4	-3.1	-9	-1.2	-4	-5	-0.1
O=C(COc1ccc(Cl)cc1Cl)N1CCCCCC1	.	2	-0.3	-1.6	3	.	-16	-4	0.4
CCOc1ccccc1N(CC(=O)OC)S(=O)(=O)c1ccccc1	0.083	7	-0.9	-2.2	5	3.3	-17	5	-0.1
O=C(CN1CCN(C2CCCCC2)CC1)Nc1ccccc1N1CCCCC1	-0.003	.	.	-1.4	14	0.63	.	-8	-1.1
O=C(O)CCC(=O)c1c[nH]c2ccccc12	0.42	-4	0.0	-1.2	0	0.014	-14	-2	-0.3
CCCc1nnc(NC(=O)c2cccc(OC)c2)s1	-0.044	-1	0.2	-1.6	0	-0.83	-30	-9	-0.1
CC1(O)N(Cc2ccccc2)C(=O)OC12CCCCC2 (configuration not stated)	-0.034	5	-0.5	0.1	6	-0.48	-1	-14	0.1
C=C(C)Cn1c(NCCC)nc2c1c(=O)n(C)c(=O)n2C	-0.17	4	-0.3	-1.0	-4	-0.032	-26	9	0.3
CCOc1ccccc1NC(=O)CN(c1ccc(C)cc1)S(=O)(=O)c1c(C)noc1C	0.0098	1	0.4	1.1	-6	0.032	-12	1	0.4
CCC1CCCCN1C(=O)CSc1nc(N)c(NC(=O)c2ccc(OC)c(OC)c2)c(=O)[nH]1 (configuration not stated)	-0.059	0	-0.5	-1.9	-4	0.36	-2	2	0.3
FC(F)(F)c1cc(-c2ccco2)nc(-n2nnc3ccccc32)n1	-0.18	2	-1.1	1.4	-4	1.9	-3	3	-0.5
CCCCCOC(=O)Cc1c(O)c2ccccc2[nH]c1=O	1.1	1	-0.7	-0.1	-3	-0.98	-15	0	-0.9
Cc1cc(OCc2nc(-c3cccnc3)no2)c(C)cc1Br	0.0071	-6	0.0	-1.7	-22	-0.19	-4	-6	0.0
CCOC(=O)c1ccc(N2CN=C3SCC(=O)N3C2)cc1	-0.048	2	-1.4	-8.9	-2	0.043	-26	5	-0.3
CC1=C(C(=O)NC(C)c2ccc3c(c2)OCCO3)C2(CCC(C)CC2)OC1=O (configuration not stated)	1.2	0	0.1	-0.3	-6	0.79	-10	-4	-0.2
CCOC(=O)c1nc(C)[nH]c1C(=O)OCC	0.027	.	.	-0.7	-5	-0.4	.	2	-1.0
Clc1ccc(-c2nnc(-c3ccco3)o2)cc1	-0.2	-5	-0.5	-2.5	-2	-0.62	-13	3	0.3
CC(C)Oc1ccc(C2/C(=C(/O)c3ccc(F)cc3)C(=O)C(=O)N2CCCN(C)C)cc1 (configuration not stated)	0.29	-10	1.1	-1.1	-6	-0.32	-1	-6	-0.8
CC(C)CCn1cnc2c(cnn2-c2ccc(F)cc2)c1=O	.	-2	-1.0	-0.4	2	.	-16	1	0.9
CC(=O)C1=C(O)C(=O)N(c2nnn(C)n2)C1c1cccs1 (configuration not stated)	0.68	-12	-0.4	-2.4	6	0.14	-22	3	0.7
COc1ccc(CNC(=O)CN(C(=O)c2ccc(CN3CCOCC3)o2)C2CCCC2)cc1	0.15	-10	0.3	-0.2	-17	-0.13	-5	-6	-0.5
CCOc1ccccc1NC(=O)CC1Nc2ccccc2NC1=O (configuration not stated)	-0.37	1	-0.5	0.0	11	-1.3	-47	-1	-0.1

Single records, as listed above. Values in the order: M1 antagonist | Jurkat viability | S1P3 ag | 5HT1a ag | 5HT1a antag | M1 agonist | S1P1 ag-PAM | 5HT1E antag | 5HT1E ag
`Cc1ccc(Cn2ncn3c(cc4ccccc43)c2=O)cc1` across the screens: -0.21 | 8 | -0.7 | -2.5 | 18 | 0.86 | -2 | -1 | 0.0
`CCn1nnnc1SCC(=O)Nc1nnc(C(C)C)s1` across the screens: 0.54 | -1 | -0.5 | -1.2 | 2 | -0.32 | -15 | 0 | 0.7
`Cc1cccc(C)c1NC(=O)Cn1nnc(-c2ccc(N3CCOCC3)cc2)n1` across the screens: 0.24 | 2 | -0.4 | 1.1 | -16 | 0.077 | 1 | -9 | 0.3

Screens as filed in PubChem.
